CBFb RUNX1 block = CBF-beta/RUNX1 interaction disruption; Q01196+Q13951; AlphaScreen CBFb-His/RUNX1-biotin binding, biochemical; Potency, µM (highest dose often 59.8 µM), inactives show top-dose activity, negative = inhibition, actives largely listed as inhibitors; 230,000 tested, under 10 active; also: % of control where 0% means no effect
Target sequence (Q01196 whole entry, looked up): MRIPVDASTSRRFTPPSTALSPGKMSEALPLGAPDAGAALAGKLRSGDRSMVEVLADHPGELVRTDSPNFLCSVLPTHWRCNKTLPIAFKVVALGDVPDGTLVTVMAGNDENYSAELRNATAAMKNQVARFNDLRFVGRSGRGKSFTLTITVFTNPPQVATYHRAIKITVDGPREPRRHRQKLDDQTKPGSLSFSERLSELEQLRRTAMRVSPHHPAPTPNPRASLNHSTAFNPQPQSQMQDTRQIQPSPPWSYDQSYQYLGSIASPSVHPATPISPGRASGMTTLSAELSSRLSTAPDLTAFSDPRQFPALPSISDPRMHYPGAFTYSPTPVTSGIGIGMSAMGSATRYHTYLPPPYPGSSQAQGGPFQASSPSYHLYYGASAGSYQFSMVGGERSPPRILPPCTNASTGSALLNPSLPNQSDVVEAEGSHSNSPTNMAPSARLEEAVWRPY
Target sequence (Q13951 whole entry, looked up): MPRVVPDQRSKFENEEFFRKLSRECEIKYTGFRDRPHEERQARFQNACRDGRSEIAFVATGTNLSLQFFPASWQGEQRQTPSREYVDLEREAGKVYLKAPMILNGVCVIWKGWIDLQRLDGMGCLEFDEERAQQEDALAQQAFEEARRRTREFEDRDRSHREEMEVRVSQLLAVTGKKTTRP
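Inhibition was taken as any reduction in AlphaScreen signal from the CBF-beta–RUNX1 pair (His and biotin tags, 30 nM each), measured after compound (15 min) and bead (90 min) incubations at room temperature.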
HTT aggregate = inhibitors of mutant huntingtin aggregate formation in PC12 cells. PC12 HttQ103-GFP aggregates, Acumen cytometry, 40 h. Potency, µM (doses to about 46.1 µM), inactives show at the top dose activity change, negative = inhibition, most hits filed as inhibitors. hit rate 1.1% among 220,000. AID 1688; also: potency is read from the fitted curve at half-maximal effect; % is scaled to controls: 0 for no effect and ±100 for the full control effect; nearly all actives have a fitted effect of over 60% in size
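Aggregate formation scored by laser-scanning cytometer (488 excitation, 500–530 emission) in lysed PC12 cells expressing Q103-GFP after 100 nM tebufenozide induction; library tested in dose series, with ATPLite reagent added in the multiplex.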
L3MBTL1 block = blocks human L3MBTL1; Q9Y468; AlphaScreen L3MBTL1–H3K9me1 peptide binding; Potency, µM (doses to about 57.1 µM), without a hit: top-dose activity, negative = inhibition, hits mostly inhibitors; hit rate 0.66% among 230,000; AID 485360; also: potency is read from the fitted curve at half-maximal effect; % is scaled to controls: 0 for no effect and ±100 for the full control effect; nearly all actives have a fitted effect of over 60% in size
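L3MBTL1 (50 nM) pre-complexed 30 min with biotinylated H3(1-15)K9me1 peptide (75 nM), then compounds added for 30 min at room temperature; AlphaScreen streptavidin donor/nickel chelate acceptor beads (10 ug/mL final) read after 30 min dark incubation.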
IMPase Li cell = membrane-permeable IMPase blocker, potentiated with lithium; CHO-M1 cells, IP1 TR-FRET (IP-One), carbachol + lithium; Potency, µM (highest dose often 59.4 µM), for inactives: at the top dose activity, negative = IMPase inhibition, actives largely listed as inhibitors; hit rate 0.35% among 210,000;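 also: IP1 builds up when IMPase is blocked and the TR-FRET signal falls; potency is read from the fitted curve at half-maximal effect; plate controls were basal vehicle for no effect and high inhibitor control for full effect; nearly all actives have a fitted effect of over 50% in size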
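Steps: plate 2000 CHO-M1 cells per well and culture 16–30 h; add compound and lithium; incubate 30 min, 37C; add d2-IP1 tracer and Eu cryptate anti-IP1 antibody in lysis buffer; read after 10 min at room temperature.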
Luc counter = counter-screen: inhibitors of Kinase-Glo firefly luciferase. Q27757. Kinase-Glo luciferase, ATP luminescence, 8 min. Potency, µM (top dose mostly 38.3 µM), for inactives: at the highest dose activity change, negative = inhibition, actives largely listed as inhibitors. hit rate 0.28% among 200,000. AID 1379; also: potency is read from the fitted curve at half-maximal effect; % is scaled to controls: 0 for no effect and ±100 for the full control effect; nearly all actives have a fitted effect of over 60% in size
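Luminescence was the read-out, taken after 8-minute incubation at ambient temperature. Luciferase turned over luciferin with 10 uM ATP in imidazole pH 7.2 buffer containing KCl, MgCl2, Tween 20 and BSA.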
Epigenetic reg = derepresses silenced GFP reporter in murine cells | Potency, µM (doses to about 53.9 µM), inactives show at the top dose GFP activation, hits mostly activators | hit rate 0.2% among 280,000 | murine LDR cells, GFP reporter derepression, 30 h; also: potency is read from the fitted curve at half-maximal effect; % of control where 0% means no effect; nearly all actives have a fitted effect of over 60% in size
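Reporter derepression read as number of fluorescent GFP-positive objects, 20-120 um in size, counted by laser-scanning cytometer. Mouse LDR line with an epigenetically silenced CMV-GFP locus; compound incubation 30 h, 37 C.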
NPSR antag = neuropeptide S receptor (human) antagonism, cAMP. Q6W5P4. CHO-NPSR cells, cAMP TR-FRET, antagonist mode. Potency, µM (top dose mostly 38.3 µM), inactives show at the top dose activity change, negative = inhibition, actives largely listed as inhibitors. hit rate 1% among 220,000; also: potency is read from the fitted curve at half-maximal effect; % is scaled to controls: 0 for no effect and ±100 for the full control effect; nearly all actives have a fitted effect of over 50% in size; many of its hits are not listed in these tables
Target sequence (Q6W5P4 whole entry, looked up): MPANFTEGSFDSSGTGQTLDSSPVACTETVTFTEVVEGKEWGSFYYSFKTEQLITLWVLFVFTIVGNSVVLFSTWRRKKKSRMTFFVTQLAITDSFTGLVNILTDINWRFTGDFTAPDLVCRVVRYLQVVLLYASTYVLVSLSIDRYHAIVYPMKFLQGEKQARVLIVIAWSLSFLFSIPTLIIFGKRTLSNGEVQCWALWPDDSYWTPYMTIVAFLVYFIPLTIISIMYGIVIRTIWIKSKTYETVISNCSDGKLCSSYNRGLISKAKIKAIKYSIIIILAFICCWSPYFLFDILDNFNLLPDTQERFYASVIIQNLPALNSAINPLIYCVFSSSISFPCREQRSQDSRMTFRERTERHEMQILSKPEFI
* = called active by the depositor; u = inconclusive; x = no result given; [ ] = another dose, or the depositor's remark. Calls follow the shape of the dose curve; as a rule, active = well fitted curve in the direction sought with a large enough effect; inconclusive = small, poorly fitted or top-dose-only effect, or another doubt; inactive = no such curve, though single readings can be large; an effect the other way counts as inactive or inconclusive. These rows are one share of the data; count on the stated rates, not on these rows.

Structure	CBFb RUNX1 block	HTT aggregate	L3MBTL1 block	IMPase Li cell	Luc counter	Epigenetic reg	NPSR antag
O=C(N/N=C/c1ccc[nH]1)c1cc(-c2ccc(Cl)cc2)nc2ccccc12	x	u	-4%[11.4 µM]	19%	-1%	-0.1%	-19%
COc1cc(OC)c2c(c1Cl)OC1(C2=O)C(O)=CC(=O)CC1C (configuration not stated)	19%	x	x	3%	-4%	2.7%	x
O=C(Nc1ccc(C(=O)O)cc1)/C(=C\c1ccc([N+](=O)[O-])cc1)NC(=O)c1ccc(Br)cc1	0%	3%	x	5%	-1%	-0.2%	0%
O=C(c1cccs1)N(c1ccc(F)cc1)C1C=CS(=O)(=O)C1 (configuration not stated)	9%	20%	-5%	2%	6%	3.2%	1%
COc1cc(NC(=O)c2cccnc2Sc2ccc(C)c(C)c2)cc(OC)c1OC	0%	-5%	-20%	8%	5%	-1.0%	13%
Cc1nc(SCC(=O)c2c(C)[nH]c3ccccc23)c2c(=O)n(C)c(=O)n(CC(C)C)c2n1	12%	2%	-7%	-16%[38.3 µM]	-2%	0.0%	-6%[46.1 µM]
Cc1ccc(C)c(N2CCN(C(=O)CCCCn3c(=O)[nH]c4ccccc4c3=O)CC2)c1	0%	-2%	-9%	22%[38.3 µM]	-5%	0.0%	u
CCC1CCC/C1=N\NC(=O)CCC(=O)Nc1ccccc1Cl (configuration not stated)	4%	-10%	7%	6%	-2%	0.0%	11%
O=C(COC(=O)C12CC3CC(CC(O)(C3)C1)C2)NC12CC3CC(CC(C3)C1)C2	-5%	9%	-3%	-9%	-2%	-0.3%	-9%
CC1CCc2cc(F)cc3c(O)c(C(=O)NCc4ccco4)c(=O)n1c23 (configuration not stated)	1%	-8%	5%	u	1%	0.0%	2%[46.1 µM]
CCSc1nnc(NC(=O)[C@@H](NC(=O)c2ccccc2F)C(C)C)s1	0%	0%	3%	-1%	-2%	0.0%	-20%
CCOC(=O)CC1=NN(c2ccccc2)C(=O)/C1=C\c1ccc(N(C)C)cc1	1%	0%	-4%	11%	-14%	-2.1%	2%
Nc1nc2sc3c(c2cc1C(=O)N1CCOCC1)CCCC3	5%	3%	8%	-2%[38.3 µM]	-3%	1.6%	-11%[46.1 µM]
Cc1cccc(N(CC(=O)NCc2ccc(F)cc2)C(=O)c2csnn2)c1C	1%	7%[9.22 µM]	0%	1%	0%	-1.4%	1%
CC(C)C[C@@H](C=O)NC(=O)[C@H](CC(C)C)NC(=O)[C@H](CC(C)C)NC(=O)OCc1ccccc1	20%	x	x	7%	x	1.3µM*	x
CC(C)(C)OC(=O)NCCc1nnc(SCc2ccc(Cl)cc2)o1	5%	3%	x	-2%[38.3 µM]	-6%	1.9%	-15%[46.1 µM]
O=c1c2ccccc2nc2n1CCC2O (configuration not stated)	7%	-5%[9.22 µM]	3%	0%	x	-4.5%	-7%
CC(C)c1ccccc1NS(=O)(=O)N(C)C	4%	13%[9.22 µM]	-4%	6%	-2%	-0.7%[10.1 µM]	5%
CC(C)COC(=O)n1ccc(C(=O)N2CCCCC2)n1	5%	1%	-1%	-7%[38.3 µM]	0%	1.4%	-8%[46.1 µM]
O=C(NC1CCc2ccccc21)c1cc(COc2ccc(F)cc2F)on1 (configuration not stated)	14%	-1%[9.22 µM]	17%	16%	-3%	1.1%	53%

Four records drawn at random from the list so far:
Structure	CBFb RUNX1 block	HTT aggregate	L3MBTL1 block	IMPase Li cell	Luc counter	Epigenetic reg	NPSR antag
COc1cc(NC(=O)c2cccnc2Sc2ccc(C)c(C)c2)cc(OC)c1OC	0%	-5%	-20%	8%	5%	-1.0%	13%
O=C(NC1CCc2ccccc21)c1cc(COc2ccc(F)cc2F)on1 (configuration not stated)	14%	-1%[9.22 µM]	17%	16%	-3%	1.1%	53%
O=C(Nc1ccc(C(=O)O)cc1)/C(=C\c1ccc([N+](=O)[O-])cc1)NC(=O)c1ccc(Br)cc1	0%	3%	x	5%	-1%	-0.2%	0%
CCOC(=O)CC1=NN(c2ccccc2)C(=O)/C1=C\c1ccc(N(C)C)cc1	1%	0%	-4%	11%	-14%	-2.1%	2%

Going on with the list.
Structure	CBFb RUNX1 block	HTT aggregate	L3MBTL1 block	IMPase Li cell	Luc counter	Epigenetic reg	NPSR antag
CCOC(=O)c1c(C)nn(-c2ccc(NC(=O)CSCC(=O)O)cc2)c1C	1%	-24%[9.22 µM]	0%	x	x	1.1%	-27%
COc1ccc(Oc2coc3cc(OC(=O)c4cccs4)ccc3c2=O)cc1	3%	-17%	-5%	-13%[38.3 µM]	-2%	-0.8%	-14%[46.1 µM]
CCCN1CCN(CCCNC(=O)c2cc3c(=O)[nH]c4ccc(C)cc4c3s2)CC1	-6%	-10%[9.22 µM]	-21%	x	x	-4.0%	u
CCCC(c1nnnn1C1CCCCC1)N1CCN(c2ncccn2)CC1 (configuration not stated)	10%	7%	1%	-8%[38.3 µM]	0%	1.9%	-11%[46.1 µM]
CN(c1cccc(NC(=O)Nc2ccc(Cl)cc2)c1)S(C)(=O)=O	3%	-5%	-9%	1%[38.3 µM]	-3%	9.4%	-10%[46.1 µM]
CC(=O)c1ccc(N2CCCCC2)c(F)c1	14%	-11%[9.22 µM]	-6%	11%	0%	-4.6%	0%
CCOC(=O)O[C@]1(C(=O)COC(=O)CC)CC[C@@H]2[C@@H]3CCC4=CC(=O)C=C[C@@]4(C)[C@H]3[C@H](O)C[C@]21C	13%[21.7 µM]	14%[20.6 µM]	x	14%	-1%[17.1 µM]	1.1%[16.9 µM]	x
O=C(Nc1ccccc1N1CCOCC1)c1ccc(Cl)c(S(=O)(=O)NCc2ccco2)c1	-7%	16%	2%	2%	-1%	-5.1%	-23%
Cc1ccc(CNC(=O)CSc2nnnn2C)cc1	1%	-13%	0%	-13%[38.3 µM]	4%	-1.0%	-7%[46.1 µM]
O=C(Cc1ccc(-n2c(=S)[nH]c3ccccc3c2=O)cc1)N1CCC(N2CCCCC2)CC1	-3%	6%[9.22 µM]	x	3%[38.3 µM]	1%	-4.6%	-7%[46.1 µM]
COc1ccc(NC(=O)CCNS(=O)(=O)c2ccc3c(c2)c(=O)n(C)c(=O)n3C)c(OC)c1	5%	-4%	8%	-10%	0%	8.7%	9%
Cc1cccc(NC(=S)N2CCCC(c3nc4ccccc4[nH]3)C2)c1 (configuration not stated)	-4%	1%	x	3%	0%	5.0%	-32%
N/C(=N\OC(=O)COc1ccc([N+](=O)[O-])cc1)c1ccc(Br)cc1	-10%	7%	x	-3%	-2%	-2.7%	6%
COc1ccc(C(=O)CSc2nnc(CNC(=O)c3ccco3)n2C)cc1	-12%	20%	-3%	4%	0%	0.0%	13%
CCOc1ccc(NC(=O)CSc2nnc(COc3c(C)cccc3C)o2)cc1	1%	-21%	u	8%	3%	-1.0%	6%
C=C(Cl)COc1ccc2c(CCCC)cc(=O)oc2c1	26%	-14%	x	29%[38.3 µM]	-2%	-1.0%	-17%[46.1 µM]
O=C(NCc1ccccc1Cl)C1CC(=O)N(Cc2ccccc2)C1 (configuration not stated)	-3%	4%	1%	-4%	3%	-3.8%	4%
CCc1c(O)nc2sc3ccccc3n2c1=O	6%	0%	1%	-1%[38.3 µM]	-9%	-1.4%	-6%[46.1 µM]
COC(=O)CNC(c1ccccc1Cl)c1cc(Br)ccc1NC(=O)CCN1CCOCC1 (configuration not stated)	1%	2%	7%	1%[38.3 µM]	7%	-1.2%	-11%[46.1 µM]
O=C(/C=C/NCc1ccc(F)cc1)c1ccccc1	1%	-4%	5%	-4%	-5%	-1.3%	-5%
CC1Cc2ccccc2N1C(=O)CSc1ncc(-c2ccc(F)cc2)n1C (configuration not stated)	2%	-2%	-26%	19%	-2%	-1.1%	-16%
Cc1ccc(-c2c[n+](CC(=O)Nc3ccc(C)cc3C)c3n2CCC3)cc1	6%	4%[9.22 µM]	4%	x	x	-1.3%	2%
O=C(CSc1ccccn1)N1CCN(c2cccc(Cl)c2)CC1	3%	5%	x	24%[38.3 µM]	-1%	u	1%[46.1 µM]
Cc1oc2c(O)c(O)ccc2c(=O)c1-c1ccccc1	-3%	13%[9.22 µM]	x	x	x	4.3%	8%
CC(C#N)Sc1ncnc2sc3c(c12)CCC3 (configuration not stated)	12%	u	3%	18%[38.3 µM]	-3%	2.6%	-20%[46.1 µM]
COc1ccc2c(c1)[n+](=O)c(C(C)=O)c(C)n2[O-]	4%	5%	x	0%[38.3 µM]	-2%	-0.5%	1%[46.1 µM]
Cc1noc(C)c1CN(C(=S)NC1CC1)c1ccccc1	1%	-6%	-5%	-2%	-1%	-1.0%	25%
CCOc1ccc(NC(=O)C(=O)NCC2CCCN2CC)cc1 (configuration not stated)	3%	9%	1%	-25%[38.3 µM]	3%	-1.7%	8%[46.1 µM]
CCCC(=O)Nc1ccc2c(c1)COC2=O	10%	11%[9.22 µM]	-2%	2%	-4%	4.2%	-6%

Reprinted from the entries so far, 7 compounds:
Structure	CBFb RUNX1 block	HTT aggregate	L3MBTL1 block	IMPase Li cell	Luc counter	Epigenetic reg	NPSR antag
CC1Cc2ccccc2N1C(=O)CSc1ncc(-c2ccc(F)cc2)n1C (configuration not stated)	2%	-2%	-26%	19%	-2%	-1.1%	-16%
Cc1ccc(-c2c[n+](CC(=O)Nc3ccc(C)cc3C)c3n2CCC3)cc1	6%	4%[9.22 µM]	4%	x	x	-1.3%	2%
O=C(CSc1ccccn1)N1CCN(c2cccc(Cl)c2)CC1	3%	5%	x	24%[38.3 µM]	-1%	u	1%[46.1 µM]
Cc1oc2c(O)c(O)ccc2c(=O)c1-c1ccccc1	-3%	13%[9.22 µM]	x	x	x	4.3%	8%
CC(C#N)Sc1ncnc2sc3c(c12)CCC3 (configuration not stated)	12%	u	3%	18%[38.3 µM]	-3%	2.6%	-20%[46.1 µM]
COc1ccc2c(c1)[n+](=O)c(C(C)=O)c(C)n2[O-]	4%	5%	x	0%[38.3 µM]	-2%	-0.5%	1%[46.1 µM]
Cc1noc(C)c1CN(C(=S)NC1CC1)c1ccccc1	1%	-6%	-5%	-2%	-1%	-1.0%	25%
